RAD54 branch: inhibitors of human RAD54 branch migration. Q92698. RAD54 Holliday junction branch migration, FAM/BHQ fluorescence. inhibition, % at 10.4 µM. 360,000 tested, 0.14% active. AID 602329;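 active means mean normalized replicate activity at least 40 and at least half of replicates scoring 40 or more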;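 further: 0% = median of neutral control wells and 100% = median of positive control wells; inhibitors cause a drop in the FAM fluorescence signal; in these data hits start at about 50%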
Target sequence (Q92698 whole entry, looked up): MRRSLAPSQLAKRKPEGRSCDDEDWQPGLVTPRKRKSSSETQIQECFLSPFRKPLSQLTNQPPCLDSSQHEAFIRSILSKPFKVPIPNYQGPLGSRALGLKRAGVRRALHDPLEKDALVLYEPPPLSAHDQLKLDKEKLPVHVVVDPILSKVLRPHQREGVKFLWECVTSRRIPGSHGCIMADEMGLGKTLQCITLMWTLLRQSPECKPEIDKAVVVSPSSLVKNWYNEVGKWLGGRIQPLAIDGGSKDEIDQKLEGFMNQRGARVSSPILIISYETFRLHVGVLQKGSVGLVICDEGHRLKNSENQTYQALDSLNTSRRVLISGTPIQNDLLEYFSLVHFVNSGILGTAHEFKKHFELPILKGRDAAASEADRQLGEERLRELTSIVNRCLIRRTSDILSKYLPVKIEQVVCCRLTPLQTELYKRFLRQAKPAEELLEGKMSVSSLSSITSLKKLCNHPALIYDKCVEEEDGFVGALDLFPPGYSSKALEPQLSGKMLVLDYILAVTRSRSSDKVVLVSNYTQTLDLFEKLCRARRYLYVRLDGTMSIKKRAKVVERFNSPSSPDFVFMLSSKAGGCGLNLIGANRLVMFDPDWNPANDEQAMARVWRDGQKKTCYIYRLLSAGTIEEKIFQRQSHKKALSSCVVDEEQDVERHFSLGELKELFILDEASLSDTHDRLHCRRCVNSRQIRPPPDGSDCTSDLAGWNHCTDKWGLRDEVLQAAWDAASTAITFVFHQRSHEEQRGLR
ERAP1 HTS inh: blocks human ERAP1 aminopeptidase activity | Q9NZ08 | recombinant ERAP1, Leu-AMC fluorescence, 60 min | inhibition, % at 10.7 µM | 340,000 tested, 0.15% active | AID 652197;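 active means mean replicate inhibition of at least 30%, or all replicates individually reaching that 30% level; inactive means mean below 30% and not every replicate reaching it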;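 further: 0% = neutral control wells and 100% = L-leucinethiol positive control wells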
miR-122 sensor: inhibitors of miR-122 in Huh7 cells | Huh7 miR-122 Renilla luciferase sensor, 48 h; neutral wells = 0, positive control = 100 | activation (reporter increase), % at 12.5 µM | 340,000 tested, 0.3% active | AID 602342;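 active means mean replicate activation score at least 90 and every replicate individually at or above 90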;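 further: higher luciferase means less miR-122 activity so hits act as miR-122 inhibitors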
PGC1a acetyl inh: PGC1a acetylation modulation, inhibitor mode. 350,000 tested, 0.17% active. U2OS PGC1a acetylation, AlphaScreen anti-acetyl-lysine; with virally co-expressed GCN5 acetyltransferase. inhibition, % at 15.6 µM. AID 651687;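 active means every replicate shows inhibition of at least 40%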;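 further: 0% = neutral control wells and 100% = positive control wells; some results beyond the cut were filed as inactive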
Cneo AK release: causes C. neoformans cell lysis; adenylate kinase release luminescence, 4 h; normalised: neutral wells 0, clomiphene wells 100; lysis activity, % at 15 µM; 360,000 tested, 0.2% active;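 active means mean lysis activity across replicates of at least 80%, whatever share of replicates individually reach that level; inactive means mean lysis activity below 80%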
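Assay system: log-phase C. neoformans yeast / Quantity: yeast cell density of 5 × 10^6 cells/mL / Medium: fresh YPD growth medium / Compound: single dose / Timing: static 4 h at 37 °C with compound, 1 h detection / Measured by: adenylate kinase release luminescence / Read-out: lysis from increased AK signal / Benchmarks: Clomiphene as positive lysis control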
RAD52 anneal inh: blocks human RAD52 DNA annealing; P43351; recombinant RAD52 DNA annealing, FRET fluorescence; inhibition, % at 18.7 µM; 360,000 tested, 0.46% active; AID 651710;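 active means every replicate showing at least 50% inhibition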
E-sel inducer: E-selectin induction on HUVECs; P16581; HUVEC E-selectin immunofluorescence imaging; normalized: neutral wells 0, TNF-alpha wells 100; activation, % at 7.58 µM; 260,000 tested, 0.37% active; AID 686992;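 active means mean E-selectin-positive cell signal at least 10% of the positive control, reached in at least 60% of replicates, without over 20% cell loss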;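 further: in these data hits start at about 27%; measured in HUVEC primary endothelial cells; signal is the percent of cells scored E-selectin positive by PE staining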
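Test system – human umbilical vein endothelial cells (HUVEC), E-selectin induction · Input – 3,000 HUVEC seeded per well · Buffer or medium – EGM-2, gelatin · Compound dosing – single-point compound dose · Detection – immunofluorescence imaging · Measure – percent E-selectin-positive cells · Controls – TNF-alpha high, DMSO low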
PglD inh: blocks C. jejuni PglD acetyltransferase activity | purified PglD enzyme, DTNB colorimetric CoA detection | inhibition, % at 12.5 µM | 360,000 tested, 0.098% active; in the data active means inhibition above about 16%, passing the limit was not always enough; further: strong numbers were not always called active
Numbers without * were called inactive; & = joins results of further samples; [ ] = remark or other dose.

Results for COC(=O)C(CC(=O)c1ccc(Cl)cc1)c1ccc(C(C)C)cc1 (configuration not stated) ?
RAD54 branch: -26; miR-122 sensor: -4; PGC1a acetyl inh: 0; Cneo AK release: -1; PglD inh: -11

How did CN(C)CCCNC(=O)C[C@H]1CC[C@@H]2[C@H](COC[C@H](O)CN2Cc2cc(F)cc(F)c2)O1 do in these assays?
RAD54 branch: 0; ERAP1 HTS inh: -1; miR-122 sensor: 5[16.7 µM]; PGC1a acetyl inh: -3; Cneo AK release: -1; RAD52 anneal inh: 9; E-sel inducer: -0.1; PglD inh: 0

How did CCCCN(CC)CCCNC(=O)c1cc2cc3ccc(C)cc3nc2o1 do in these assays?
RAD54 branch: 22; ERAP1 HTS inh: 1; Cneo AK release: -16; RAD52 anneal inh: 1; E-sel inducer: 0.2; PglD inh: 7

What do the screens show for `COc1ccc(C#Cc2cnc3c(c2)C(=O)N([C@@H](C)CO)C[C@@H](C)[C@H](CN(C)C(C)=O)O3)cc1`?
RAD54 branch: 4; ERAP1 HTS inh: 4; miR-122 sensor: 5[16.7 µM]; PGC1a acetyl inh: 11; Cneo AK release: -5; RAD52 anneal inh: -3; E-sel inducer: 0.7; PglD inh: 3

What do the screens show for `CC(CC(=O)Nc1ccc(F)cc1)S(=O)(=O)c1ccc2c(c1)NC(=O)CO2` (configuration not stated)?
RAD54 branch: 12; ERAP1 HTS inh: 2; miR-122 sensor: 2; Cneo AK release: 0; RAD52 anneal inh: 2; PglD inh: 7

How did CCNC(=O)CN(c1ccc(CC)cc1)S(C)(=O)=O do in these assays?
RAD54 branch: 4; miR-122 sensor: 1; PGC1a acetyl inh: 0; Cneo AK release: 2; PglD inh: 0

How did Cc1ccc(S(=O)(=O)Nc2ccc3c(c2)C(=O)N([C@@H](C)CO)C[C@H](C)[C@H](CN(C)C(=O)NC(C)C)O3)cc1 do in these assays?
RAD54 branch: -2; ERAP1 HTS inh: 1; miR-122 sensor: -1[16.7 µM]; PGC1a acetyl inh: -15; Cneo AK release: -4; RAD52 anneal inh: -2; E-sel inducer: 0.4; PglD inh: -2

What do the screens show for `C[C@H](CO)N1C[C@H](C)[C@@H](CN(C)C)Oc2ncc(/C=C/c3ccccc3)cc2C1=O`?
RAD54 branch: 10; ERAP1 HTS inh: 3; miR-122 sensor: 10[16.7 µM]; PGC1a acetyl inh: 5; Cneo AK release: 1; RAD52 anneal inh: 0; E-sel inducer: 0.3; PglD inh: -1

How did CC1=Nc2cc(C(=O)NCc3ccco3)ccc2Sc2ccc(C)cc21 do in these assays?
RAD54 branch: -11; miR-122 sensor: 61; Cneo AK release: 0; PglD inh: 6

What do the screens show for `Cc1ccc(S(=O)(=O)N(C)C[C@@H]2Oc3c(NC(=O)Nc4ccccc4)cccc3C(=O)N([C@@H](C)CO)C[C@H]2C)cc1`?
RAD54 branch: 5; miR-122 sensor: -1[16.7 µM]; PGC1a acetyl inh: 5; Cneo AK release: 9; RAD52 anneal inh: 9; PglD inh: 6

How did CC(C)Nc1nc(NCCOc2ccccc2Cl)c2sc(-c3ccccc3)cc2n1 do in these assays?
RAD54 branch: -4; ERAP1 HTS inh: -3; miR-122 sensor: -3; Cneo AK release: 1; RAD52 anneal inh: -32; E-sel inducer: 0.1; PglD inh: -1

Results for CCOC(=O)C1=C(C)NC2=C(C(=O)CCC2)C1c1cc(OC)ccc1OC (configuration not stated) ?
RAD54 branch: -5; ERAP1 HTS inh: 8; miR-122 sensor: -3; PGC1a acetyl inh: -3; Cneo AK release: 1; RAD52 anneal inh: -9; PglD inh: 0

What do the screens show for `Cc1ccc(OCC(=O)N/N=C/c2c[nH]c3ccccc23)c([N+](=O)[O-])c1`?
RAD54 branch: 7; miR-122 sensor: 2; PGC1a acetyl inh: 4; Cneo AK release: -3; PglD inh: -2

Results for Cc1noc(C)c1S(=O)(=O)Nc1ccc2c(c1)C(=O)N([C@H](C)CO)C[C@@H](C)[C@H](CN(C)Cc1ccc(C(=O)Nc3ccccc3N)cc1)O2 ?
RAD54 branch: -1; ERAP1 HTS inh: -1; miR-122 sensor: -7[16.7 µM]; PGC1a acetyl inh: -7; Cneo AK release: -1; RAD52 anneal inh: 8; E-sel inducer: 0.5; PglD inh: 2

How did Cc1noc(C)c1NC(=O)N(C)C[C@@H]1Oc2ncc(Br)cc2C(=O)N([C@H](C)CO)C[C@@H]1C do in these assays?
RAD54 branch: 3&-10; ERAP1 HTS inh: 4&-1; miR-122 sensor: -10; PGC1a acetyl inh: -10&-7; Cneo AK release: 1&10; RAD52 anneal inh: -9&-2; E-sel inducer: -0.1&-1.9; PglD inh: -3&3

What do the screens show for `Cc1ccc(NC(=O)C2CCN(C(=O)c3ccccc3C)CC2)nc1`?
RAD54 branch: 0; ERAP1 HTS inh: 2; miR-122 sensor: 17; PGC1a acetyl inh: -4; Cneo AK release: 2; RAD52 anneal inh: -5; PglD inh: -6

What do the screens show for `S=C(NCCc1ccccc1)NC1CCC(NC(=S)NCCc2ccccc2)CC1` (configuration not stated)?
RAD54 branch: -6; ERAP1 HTS inh: -4; miR-122 sensor: -3; PGC1a acetyl inh: 8; Cneo AK release: 1; RAD52 anneal inh: -15; E-sel inducer: 1.1; PglD inh: -3

Results for COc1ccccc1NC(=O)Cc1nnc(SCC(=O)NC2CCCCC2)n1C ?
RAD54 branch: -8; ERAP1 HTS inh: -3; miR-122 sensor: -3; PGC1a acetyl inh: 6; Cneo AK release: 1; RAD52 anneal inh: 5; PglD inh: -3

Results for N/C(Cc1ccc(Cl)cc1Cl)=N\OC(=O)c1cccs1 ?
RAD54 branch: -12; miR-122 sensor: -4; PGC1a acetyl inh: -7; Cneo AK release: -1; PglD inh: 2

Results for Cc1cc(Cl)ccc1OCC(=O)OCC(=O)N(CC(C)C)c1c(N)n(Cc2ccccc2)c(=O)[nH]c1=O ?
RAD54 branch: 4; ERAP1 HTS inh: 4; Cneo AK release: 4; RAD52 anneal inh: -14; E-sel inducer: 0.7; PglD inh: -5

How did O=C(NC1=NCCS1)c1ccccc1Br do in these assays?
RAD54 branch: 4; miR-122 sensor: 0; PGC1a acetyl inh: 3; Cneo AK release: 1; RAD52 anneal inh: -1; PglD inh: -4

Results for Cn1cnnc1SCC(=O)Nc1ccc(S(=O)(=O)N2CCCC2)cc1 ?
RAD54 branch: -5; ERAP1 HTS inh: 0; miR-122 sensor: 1; PGC1a acetyl inh: -29; Cneo AK release: -1; RAD52 anneal inh: -16; PglD inh: 3

Results for CC1(c2nnc(-c3ccc(Cl)cc3)o2)CC(c2cccnc2)=NO1 (configuration not stated) ?
RAD54 branch: 0; ERAP1 HTS inh: -1; miR-122 sensor: -3; Cneo AK release: 3; RAD52 anneal inh: -4; E-sel inducer: 0.0; PglD inh: 2

What do the screens show for `CC(C)c1nnc(NC(=O)c2cccs2)s1`?
RAD54 branch: -14; ERAP1 HTS inh: -5; miR-122 sensor: -2; PGC1a acetyl inh: 4; Cneo AK release: -2; RAD52 anneal inh: -8; E-sel inducer: 2.9; PglD inh: -6

Results for CCC(=O)N1CCCC(C)(C(=O)Nc2ccc3scnc3c2)C1 (configuration not stated) ?
RAD54 branch: 3; ERAP1 HTS inh: 0; miR-122 sensor: -4; Cneo AK release: -1; RAD52 anneal inh: -3; E-sel inducer: 0.1; PglD inh: -7

Results for O=c1oc(/C=C/c2ccccc2)nc2sc3c(c12)CCC3 ?
RAD54 branch: 5; miR-122 sensor: -2; PGC1a acetyl inh: 11; Cneo AK release: 0; PglD inh: -4

What do the screens show for `C[C@H](CO)N1C[C@H](C)[C@@H](CN(C)Cc2ccccn2)Oc2ncc(C#CCC3CCCC3)cc2C1=O`?
RAD54 branch: -6; ERAP1 HTS inh: -5; miR-122 sensor: -6[16.7 µM]; PGC1a acetyl inh: -2; Cneo AK release: 17; RAD52 anneal inh: 13; PglD inh: 2

Results for C[C@@H]1CN([C@@H](C)CO)C(=O)c2cc(NS(=O)(=O)c3cccs3)ccc2O[C@@H]1CN(C)Cc1ccc(Oc2ccccc2)cc1 ?
RAD54 branch: -1; ERAP1 HTS inh: 5; miR-122 sensor: 55[16.7 µM]; PGC1a acetyl inh: -6; Cneo AK release: 54; RAD52 anneal inh: -17; E-sel inducer: -13; PglD inh: -4

How did CCOC(=O)/C(C#N)=C\c1c(C)cc(C)c(COC(C)=O)c1C do in these assays?
RAD54 branch: -10; miR-122 sensor: -14; Cneo AK release: 1; PglD inh: 0

What do the screens show for `COc1ccc(CN(C)C[C@H]2Oc3ccc(NC(=O)NC4CCCCC4)cc3CC(=O)N([C@@H](C)CO)C[C@@H]2C)cc1`?
RAD54 branch: 5; ERAP1 HTS inh: 0; miR-122 sensor: -4[16.7 µM]; PGC1a acetyl inh: 2; Cneo AK release: 3; RAD52 anneal inh: 8; E-sel inducer: 13; PglD inh: 36

How did Cc1ccc(OCC(=O)Nc2cccc(-c3nnc(-c4ccccc4)o3)c2)cc1 do in these assays?
RAD54 branch: 9; miR-122 sensor: 3; PGC1a acetyl inh: -5; Cneo AK release: -1; PglD inh: 6

What do the screens show for `Cc1noc(C)c1COC(=O)C1COc2ccccc2O1` (configuration not stated)?
RAD54 branch: -10; miR-122 sensor: 7; PGC1a acetyl inh: 1; Cneo AK release: 4; PglD inh: -1

How did Cc1noc(C)c1S(=O)(=O)N(C)C[C@H]1OCCCC[C@H](C)Oc2ccc(NC(=O)CCC(F)(F)F)cc2C(=O)N([C@@H](C)CO)C[C@H]1C do in these assays?
RAD54 branch: 1; miR-122 sensor: -5[16.7 µM]; PGC1a acetyl inh: -2; Cneo AK release: 1; E-sel inducer: 7.3; PglD inh: 5

Results for Cc1nc2c(-c3ccc(F)cc3)c(C)nn2c(C)c1CCC(=O)Nc1ccccc1 ?
RAD54 branch: 4; ERAP1 HTS inh: 1; PGC1a acetyl inh: -7; Cneo AK release: -2; RAD52 anneal inh: -18; E-sel inducer: 0.3; PglD inh: 6

What do the screens show for `Cc1ccc(S(=O)(=O)NCC(=O)OCC(=O)NC(=O)c2cccn2C)cc1`?
RAD54 branch: 1; ERAP1 HTS inh: 0; miR-122 sensor: -2; PGC1a acetyl inh: 5; Cneo AK release: 1; RAD52 anneal inh: -34; PglD inh: -1

Results for CCC(=O)N(C)C[C@@H]1[C@@H](c2ccc(C3=CCCCC3)cc2)[C@H](CO)N1C(=O)CC ?
RAD54 branch: -3; miR-122 sensor: 7[16.7 µM]; PGC1a acetyl inh: 6; Cneo AK release: 0; E-sel inducer: -0.1; PglD inh: 0

Results for O=C(Nc1nc(-c2ccccn2)cs1)c1cc2ccccc2o1 ?
RAD54 branch: -2; ERAP1 HTS inh: -1; miR-122 sensor: 7; Cneo AK release: 3; RAD52 anneal inh: -18; PglD inh: -6

Results for C[C@H](CO)N1C[C@H](C)[C@@H](CN(C)Cc2ccc(C(F)(F)F)cc2)Oc2ccc(NS(=O)(=O)c3ccccc3)cc2C1=O ?
RAD54 branch: -4; ERAP1 HTS inh: -6; miR-122 sensor: -5[16.7 µM]; PGC1a acetyl inh: -4; Cneo AK release: 0; RAD52 anneal inh: 18; E-sel inducer: -0.3; PglD inh: -4

Results for Cc1ccc(NC(=O)c2nc[nH]c2C(=O)NCCCCNC(=O)c2[nH]cnc2C(=O)Nc2ccc(C)cc2)cc1 ?
RAD54 branch: -7; ERAP1 HTS inh: 0; miR-122 sensor: -1; PGC1a acetyl inh: -10; Cneo AK release: 1; RAD52 anneal inh: -11; E-sel inducer: 1.5; PglD inh: -4
